High-throughput results: PubChem BioAssay, Broad Institute
FN deposition inh: fibronectin deposition inhibition. AH1F fibroblasts, Alexa488-fibronectin deposition fluorescence, overnight. inhibition, % at 12.6 µM. 350,000 tested, 0.086% active. AID 743247;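 active means mean inhibition across replicates of 30% or more, regardless of how many single replicates reach that level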;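 further: positive control wells lacked labelled fibronectin entirely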
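Material – AH1F fibroblast monolayer, labelled fibronectin deposition · Reagent – labelled fibronectin 24 nM · Timing – 1 h adhesion, overnight exposure · Measured by – fluorescence at 485 nm excitation, 525 nm emission · Read-out – inhibition of fibronectin deposition signal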
Numbers without * were called inactive. Not all compounds are listed; rates above refer to the full screens.

The opening four records, ahead of the listing:
SMILES | FN deposition inh
CN1C(=O)c2cc(NS(=O)(=O)c3ccc(F)cc3)ccc2OC[C@H]2O[C@@H](CC(=O)NCC(F)(F)F)CC[C@@H]21 | 3.3
Cc1nn(-c2cc(N3CCOCC3)ccc2N)c(=O)c2ccccc12 | -2.1
CCOC(=O)Cn1nc(-c2ccccc2)nc1-c1ccccc1 | -3.3
COc1ccc(C(=O)COC(=O)C(C(C)C)N2C(=O)C3C4C=CC(C4)C3C2=O)cc1 (centres undefined) | -0.7

The listing, from the first entry:
SMILES | FN deposition inh
CN1C(=O)c2cc(NS(=O)(=O)c3ccc(F)cc3)ccc2OC[C@H]2O[C@@H](CC(=O)NCC(F)(F)F)CC[C@@H]21 | 3.3
Cc1nn(-c2cc(N3CCOCC3)ccc2N)c(=O)c2ccccc12 | -2.1
CCOC(=O)Cn1nc(-c2ccccc2)nc1-c1ccccc1 | -3.3
COc1ccc(C(=O)COC(=O)C(C(C)C)N2C(=O)C3C4C=CC(C4)C3C2=O)cc1 (centres undefined) | -0.7
CCCC#Cc1ccc2c(c1)[C@H]1[C@H](CCN1S(=O)(=O)c1ccc(F)cc1)[C@@H](CO)N2 | -17.9
CCOC(=O)N1CCN(C(=O)CN(c2cc(Cl)ccc2OC)S(=O)(=O)c2ccccc2)CC1 | -2.1
CS(=O)(=O)Nc1ccccc1C(=O)c1ccccc1 | 6.8
Cc1noc(C)c1S(=O)(=O)N(C)C[C@H]1Oc2ccc(N(C)C)cc2C(=O)N([C@H](C)CO)C[C@@H]1C | -9.5
O=C1NCCOCc2cn(nn2)CC[C@@H]1Cc1ccccc1 | -3.4
CNC[C@@H]1Oc2ccc(NC(=O)NC(C)C)cc2CC(=O)N(C)C[C@@H]1C | 0.2
COc1ccc(N2CCCn3c2nc2c3c(=O)n(Cc3ccccc3F)c(=O)n2C)c(OC)c1 | 5.2
Cc1nn(-c2ccc(F)cc2)c2sc(C(=O)OC3CCOC3=O)cc12 (centres undefined) | -11.6
CCOc1cc2[nH]c(=O)n(CCC(=O)NCc3ccc(OC)cc3)c(=O)c2cc1OCC | -0.8
CC(O)(C#CCN1CCOCC1)c1ccccc1 (centres undefined) | -2.9
O=C(Nc1ccccc1Cl)c1cccc(COc2cc(Cl)ccc2Cl)c1 | -17.5
O=C(Nc1ccc(S(=O)(=O)N2CCOCC2)cc1)C1CCCCC1 | -19.9
CCCCNC(=O)Oc1cccc(N2CCCC2=O)c1 | -0.2
COc1ccccc1NC(=O)N1CCCC1C(=O)NCc1ccc(F)cc1 (centres undefined) | 6.2
CCOC(=O)CSc1nc2cc3c(cc2cc1C#N)OCO3 | 1.2
O=C(CSc1nnc(-c2ccncc2)n1CC1CCCO1)Nc1nccs1 (centres undefined) | 1.9

SMILES | FN deposition inh
O=C1C[C@@H](c2ccccc2)C(=O)N[C@H](c2ccc3c(c2)OCO3)C/C=C\C[C@@H](c2ccc(F)cc2)N1 | -17.4
C[C@H]1CC=CC[C@H](c2ccccc2)NC(=O)[C@@H](Cc2ccccc2)N(C)C(=O)c2ccccc2O1 (mixture of isomers) | 0.5
CCOCCCNc1nc2c(C)cccn2c(=O)c1/C=C1\SC(=S)N(CC(C)C)C1=O | -7.4
COc1ccc(NS(=O)(=O)c2c(C)cc(C)cc2C)cc1 | 13.2
COc1cccc(N2C(=O)CC(N3CCN(C(=O)c4ccco4)CC3)C2=O)c1 (centres undefined) | -0.8
C[C@@H]1CC=CC[C@H](c2ccccc2)NC(=O)[C@@H](Cc2ccccc2)N(C)C(=O)c2ccccc2O1 (mixture of isomers) | 7.1
C[C@H]1CNC(=O)[C@H](Cc2ccc(C(F)(F)F)cc2)CCn2nncc2COC1 | -13.7
CCCCCCCCCCCNC(=O)c1ccoc1C | 13.2
CC(=O)Nc1cccc2c1O[C@@H](CN(C)S(C)(=O)=O)[C@@H](C)CN(C)C2=O | -1.0
O=S(=O)(c1ccccc1)N1CCCC1c1nc2ccccc2s1 (centres undefined) | 6.5
COc1ccccc1NC(=O)[C@H](COCc1ccccc1)NC(=O)OC(C)(C)C | -9.3
CO[C@H]1CN(C)C(=O)c2ccc(NS(C)(=O)=O)cc2OC[C@H](C)NC[C@@H]1C | -22.7
CCCCn1cnc2sc(-c3ccccc3)cc2c1=O | 12.6
CN(C)C(=O)N1CCN(C(=O)N2CCOCC2)CC1 | -0.6
O=C(Nc1ccc(S(=O)(=O)N2CCCCCC2)cc1)C1CCCO1 (centres undefined) | -7.4
CCOC(=O)c1c(OCC)[nH]c2ccc(O)cc12 | 4.4
Cc1cc(=O)oc2c(CN(CC(C)C)CC(C)C)c(O)ccc12 | -4.7
CCN(CC)S(=O)(=O)c1cccc(-c2nnc(SCC(=O)c3ccc(Cl)s3)n2C)c1 | -1.3
C[C@H]1CN([C@@H](C)CO)C(=O)c2c(c3ccccc3n2C)-c2ccccc2CO[C@@H]1CN(C)C(=O)Nc1ccnc(N2CCOCC2)c1 | 4.1
CNC[C@@H]1Oc2ccc(NS(C)(=O)=O)cc2CC(=O)N(C)C[C@@H]1C | -4.7

SMILES | FN deposition inh
COc1ccc(OC)c(NC(=O)Cn2c(=O)n(CC(=O)NCc3ccco3)c(=O)c3ccccc32)c1 | 5.6
CCOC(=O)N1CCN(C(=O)Cc2ccc(-n3c(=O)[nH]c4ccccc4c3=O)cc2)CC1 | 0.6
O=C(CSc1ccc(-c2ccc(F)cc2)nn1)NCc1ccco1 | 4.1
CCCOC(=O)CSc1nc(N)c(C#N)c(-c2ccco2)c1C#N | -22.3
Cc1ccc(NC(=O)Nc2ccccc2C#N)c(Cl)c1 | 2.0
O=C(Nc1nnc(SCc2ccccc2Cl)s1)C1COc2ccccc2O1 (centres undefined) | -0.5
CC[C@H]1C/C=C\C[C@H](c2ccc(F)cc2)NC(=O)CCC(=O)N1 | 1.0
COCCNC(=O)C1CCC(Cn2c(=S)[nH]c3ccccc3c2=O)CC1 (centres undefined) | 0.8
CC(=O)c1cccc(NC(=O)/C(=C\c2ccco2)NC(=O)c2cccs2)c1 | 6.1
Cc1ccc(NC(=O)Nc2ccc3oc(C)nc3c2)cc1 | -1.0
CN(C)c1nc(OCCNC(=O)COc2ccccc2Cl)nc(N(C)C)n1 | 4.9
CCC(=O)Nc1ccc2c(c1)C(=O)N(C)[C@H]1CC[C@H](CC(=O)NCCc3ccncc3)O[C@@H]1CO2 | 1.5
CC(=O)N1C[C@@H]2C(c3ccc(Br)cc3)[C@H](C1)N2S(C)(=O)=O (some centres undefined) | 6.6
Fc1ccc(-c2n[nH]c(=S)n2CC2CCCO2)cc1 (centres undefined) | 1.3
Cc1ccc(NC(=O)Cn2nnc(C(=O)Nc3ccc(C)c(C)c3)c2N)cc1 | 1.6
c1ccc(CSc2ncnc3c2cnn3Cc2ccccc2)cc1 | -9.7
CCCCN(CCCC)S(=O)(=O)c1ccc(C(=O)Nc2nnc(CSC)o2)cc1 | -3.3
Cc1oc2ccc(O)cc2c1C(=O)c1ccc(Cl)cc1 | -2.7
CCn1cc(/C=N\NC(=O)c2csc3ccccc23)c(C)n1 | -5.4
CC(C)c1ccc(C(=O)N(c2ccccn2)C(C)c2ccco2)cc1 (centres undefined) | 11.4

SMILES | FN deposition inh
Nc1nnc(SCc2cccc(C(F)(F)F)c2)s1 | -3.4
CC(C)[C@@H]1C(=O)NCCC=CC[C@@H](C)Oc2ccccc2C(=O)N1C (mixture of isomers) | 3.7
O=C(O)C1CCCCC1C(=O)Nc1cc(Cl)ccc1Cl (centres undefined) | 12.9
C[C@@H]1CN([C@@H](C)CO)C(=O)c2ccccc2-c2ccccc2CO[C@@H]1CN(C)C(=O)[C@H]1CCCN1C | 11.1
Cc1ccc(C)c(SCC(=O)NCc2ccco2)c1 | -5.1
COc1ccc([C@H]2C/C=C\C[C@H](c3ccc4c(c3)OCO4)NC(=O)CCC(=O)N2)c(OC)c1 | -3.2
CC(/C=C/c1ccco1)=N\NC(=O)c1cccnc1 | -2.6
COCCN1C(=O)C(=O)/C(=C(/O)c2cccc(OC)c2)C1c1ccco1 (centres undefined) | -3.3
CCOC(=O)N1CCN(CCC(=O)Nc2ccccc2OC)CC1 | 0.6
CC(Sc1nc2ccccc2n1C)C(=O)NC(c1ccccc1)c1ccccc1 (centres undefined) | -6.6
COc1ccc2cc(-c3cc(C(=O)O)c4ccccc4n3)ccc2c1 | 10.5
C/C(CC1CC2=C(CC1(C)C)C(C)(C)CCC2)=N\NC(N)=S (centres undefined) | -11.0
O=C(NCC1CCCO1)c1ccc2c(=O)n(CC3CCCO3)c(=S)[nH]c2c1 (centres undefined) | -2.2
CCOc1cc2c(cc1OCC)C(C(=O)O)C(c1cc(Br)c(O)c(OC)c1)N(C)C2=O (centres undefined) | -6.9
CC(C)NC(=O)N(C)C[C@@H]1Oc2c(NS(C)(=O)=O)cccc2C(=O)N(C)C[C@@H]1C | -11.6
CC(C)[C@@H]1C(=O)N[C@H](c2ccccc2)CC=CC[C@@H](C)Oc2ccccc2C(=O)N1C (mixture of isomers) | 0.6
COc1ccc(OC)c(C2=NOC(C(=O)NCc3ccccn3)C2)c1 (centres undefined) | -18.1
Nc1nnc(CC(c2ccccc2)c2ccccc2)s1 | 1.8
CC(C)CC(=O)Nc1cccc(C(=O)Nc2ccccc2C(=O)O)c1 | 11.8
Cc1cc(NC(=O)CCC(=O)N(CC(=O)NC2CCCC2)Cc2ccc(F)cc2)no1 | -7.1

SMILES | FN deposition inh
C[C@H]1CN([C@@H](C)CO)C(=O)c2c(c3ccccc3n2C)-c2ccccc2CO[C@H]1CN(C)S(=O)(=O)c1ccsc1 | -7.9
O=c1nc(N2CCCCCC2)nc(N2CCCCCC2)[nH]1 | 1.2
Cc1cnc(C(=O)OCC(=O)c2csc(N3CCCCC3)n2)cn1 | -10.5
O=C(c1cccc(F)c1)N1CC[C@@H]2[C@H](CO)Nc3ccc(C#CC4CC4)cc3[C@@H]21 | 1.2
CC(C)NC(=O)Nc1ccc2c(c1)C(=O)N(C)C[C@@H](C)[C@H](CN(C)S(C)(=O)=O)O2 | 0.5
COc1ccc(CCNC2=NCC(C)S2)cc1 (centres undefined) | 8.3
Cc1nc(=O)c(-c2ccccc2)c(C)n1CCO | -20.0
CCc1nnc(NC(=O)CSc2nnc(C3CCCCC3)n2-c2ccccc2)s1 | 3.9
CC[C@@H]1C/C=C\C[C@@H](C(C)C)NC(=O)CCC(=O)N1 | 5.9
Cc1noc(NS(=O)(=O)c2ccc(N3C(=O)c4ccccc4C3=O)cc2)c1C | 1.6
C[C@H]1CN(C)C(=O)c2cccc(NS(C)(=O)=O)c2O[C@@H]1CN(C)C | -6.2
Cc1ccc(SC(=O)COc2ccc(C)c(C)c2)cc1 | -10.2
CC(=O)Nc1ccc(-n2cnnn2)cc1 | -3.5
CCCSc1nc(NCc2ccco2)c2c3c(sc2n1)COC(C)(C)C3 | 2.7
O=C(N1CCOCC1)N1CCN(S(=O)(=O)c2ccccc2)C1 | 7.0
C[C@H]1CN([C@@H](C)CO)C(=O)c2c(c3ccccc3n2C)-c2ccccc2CO[C@H]1CN(C)S(=O)(=O)c1ccccc1F | -2.2
O=C(O)C1(c2cccc(Cl)c2)CCC1 | -20.2
CCOC(=O)N1CCC(NS(=O)(=O)c2ccc3c(c2)C(C)(C)C(=O)N3C)CC1 | 6.2
C=CCn1c(SCC(=O)Nc2cc(C)ccc2OC)nnc1-c1ccco1 | 4.5
COc1ccccc1N1CCN(CC(=O)Nc2ccc(CN3CCCCC3)cc2)CC1 | -4.2

SMILES | FN deposition inh
CCOC(=O)/C(=N\Nc1ccc(Cl)cc1)c1csc(Nc2ccccc2)n1 | 9.9
Cc1cc(=O)oc2cc3c(cc12)OCCO3 | 1.3
Cc1noc(C)c1NC(=O)N(C)C[C@H]1Oc2c(NC(=O)CCC(F)(F)F)cccc2C(=O)N([C@H](C)CO)C[C@@H]1C | 7.7
S=C(NN=C1C2CC3CC(C2)CC1C3)Nc1ccccc1 | -5.0
CCCCOC(=O)C(C)Nc1n[nH]c(=S)[nH]c1=O (centres undefined) | -0.4
CCOC(=O)c1[nH]c2ccccc2c1CCCN1C(=O)c2ccccc2C1=O | 6.1
CC(C)CNc1cc(=O)n(C)c(=O)n1C | 2.5
CN(C#N)c1nc(N2CCOCC2)nc(N2CCOCC2)n1 | 0.8
O=C(O)c1ccc(Oc2cccc([N+](=O)[O-])c2)cc1C(=O)O | -5.3
COc1ccc(OC(=O)N(C)C[C@H]2OCc3ccccc3-c3ccccc3C(=O)N([C@@H](C)CO)C[C@@H]2C)cc1 | 3.0
O=C1N[C@@H](Cc2ccccc2)COCc2cn(nn2)CC[C@H]1Cc1cccc(Cl)c1 | -8.0
O=C(CC(Nc1ccc(Cl)cc1)C(=O)O)c1ccccc1 (centres undefined) | 6.8
CN(C)C(=O)c1ccc(-c2ccc(C3[C@@H]4CN(Cc5ccccc5Cl)C[C@H]3N4)cc2)cc1 (some centres undefined) | 5.6
O=C(COC(=O)c1cc(=O)[nH]c2ccccc12)NC(=O)NC1CCCCC1 | -0.6
CCNC(=S)NNC(=O)C1CCCCC1 | -7.3
COc1cccc(CN2CC3(C2)[C@H](c2ccccc2)[C@@H](CO)N3Cc2cccc(OC)c2)c1 | -5.3
CN1C(=O)c2cc(NS(=O)(=O)c3ccccc3Cl)ccc2OC[C@H]2O[C@@H](CC(=O)Nc3cc(F)ccc3F)CC[C@@H]21 | 0.6
COC(=O)c1cc(=O)nc2sc3cc(OC)ccc3n12 | 16.5
CCNC(=O)C1CC(=O)OC12CCCCC2 (centres undefined) | -14.5
CCOC(=O)C1CCN(Cc2cn[nH]c2-c2ccc(C)cc2)CC1 | 7.8
CC(C)OC(=O)CC(=O)CSc1nc2c(cc1C#N)CCCCC2 | -9.2
Cc1cc(NC(=O)Cn2cnc3sc(C)c(-c4ccccc4)c3c2=O)no1 | -1.2
CCn1nnnc1SCC(=O)Nc1ccc2c(c1)OCCO2 | 3.6
